# Screening data (PubChem BioAssay)
# OPRM1-OPRD1 ag: agonists of human mu-delta opioid receptor heterodimerization; P35372+P41143; cells, OPRM1-OPRD1 heterodimerization, luminescence; activation, % at 9.3 µM; 340,000 compounds, 0.3% hits; AID 504326; in the data active means activation above about 18%;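 further: 0% = vehicle-treated cells and 100% = reference agonist; values of inactives mirror those of a sister screen read the other way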
# PKA-R2B act: activates the human PKA-R2B holoenzyme complex; P22694+P31323; PKA-R2B holoenzyme dissociation, Cy5-IP20 fluorescence polarization; R2B truncated from residue 108, S112A mutant; 0% DMSO only, 100% 113 µM cGMP; activation, % at 11.4 µM; 340,000 compounds, 0.079% hits; AID 504700;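 active means activation above a cutoff set at the mean over all compounds plus 3 SD, cut at about 18% in these data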;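 further: higher means more holoenzyme dissociation and a rise in polarization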
# HTR5A inv ctr: inverse agonist of human HTR5A in OPRM1-OPRD1 counter-screen. P47898. HTR5A cell line, luminescence, inverse agonism. inhibition, % at 9.3 µM. 340,000 compounds, 0.083% hits. AID 504634; in the data active means inhibition mostly above about 23%, no sharp cut-off; inactive means mostly below about 18%;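 further: 0% = cells with DMSO and 100% = no-cell wells with DMSO; some compounds called inactive have numbers as strong as hits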
# Target sequence (P47898 whole entry, looked up): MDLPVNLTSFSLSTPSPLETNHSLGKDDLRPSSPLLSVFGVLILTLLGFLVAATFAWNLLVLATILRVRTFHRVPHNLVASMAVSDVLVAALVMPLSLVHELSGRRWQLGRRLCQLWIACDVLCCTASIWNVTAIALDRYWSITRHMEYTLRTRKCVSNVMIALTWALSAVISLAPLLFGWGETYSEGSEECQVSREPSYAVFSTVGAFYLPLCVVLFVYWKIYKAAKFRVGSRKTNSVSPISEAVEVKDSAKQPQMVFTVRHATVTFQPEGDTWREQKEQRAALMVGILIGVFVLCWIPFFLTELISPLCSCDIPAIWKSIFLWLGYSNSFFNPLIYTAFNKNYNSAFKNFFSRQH
# DSG3 Ab inh: blocks pemphigus antibody binding to human desmoglein-3. DSG3-coupled beads, scFv-anti-DSG3-GFP binding, flow cytometry; active compounds read low. binding (percent of control), % at 10 µM. 310,000 compounds, 0.48% hits;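 active means binding more than 3 SD below its plate's average and above zero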;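 further: hits lower antibody fragment binding to DSG3; some compounds called inactive have numbers as strong as hits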
# OPRM1-OPRD1 inv: mu-delta opioid heterodimer inverse agonism; P35372+P41143; cell-based MOR-DOR heterodimer luminescence; inhibition, % at 9.3 µM; 340,000 compounds, 0.21% hits; AID 504357; in the data active means inhibition above about 22%, passing the limit was not always enough;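 further: 0% = cells with DMSO and 100% = wells without cells with DMSO; values of inactives mirror those of a sister screen read the other way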
# V-ATPase pH: alters yeast V-ATPase proton transport. AID 504577. 350,000 compounds, 0.37% hits. S. cerevisiae, pHLuorin cytosolic pH fluorescence. response, % at 10 µM; in the data active means response mostly above about 7.3%, no sharp cut-off; inactive means mostly below about 5.4%; further: actives read high; inactives centre near 0; some compounds called inactive have numbers as strong as hits; reference of the scale not given here
# HTR5A ag ctr: activates human HTR5A in OPRM1-OPRD1 agonist counter-screen. activation, % at 9.3 µM. AID 504692. 340,000 compounds, 0.61% hits. P47898. HTR5A agonist assay, luminescence, cell-based; in the data active means activation mostly above about 9.5%, no sharp cut-off; inactive means mostly below about 7.6%;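 further: 0% = cells with vehicle only and 100% = reference agonist; strong numbers were not always called active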
# DAGLB inhibitor: diacylglycerol lipase beta (human) inhibition | 340,000 compounds, 0.059% hits | AID 504411 | inhibition, % at 5.17 µM | HEK293T DAGLB membrane lysate, EnzChek fluorogenic substrate | Q8NCG7; in the data active means inhibition above about 34%;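 further: 0% = enzyme with vehicle and 100% = wells lacking enzyme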
# Target sequence (Q8NCG7 whole entry, looked up): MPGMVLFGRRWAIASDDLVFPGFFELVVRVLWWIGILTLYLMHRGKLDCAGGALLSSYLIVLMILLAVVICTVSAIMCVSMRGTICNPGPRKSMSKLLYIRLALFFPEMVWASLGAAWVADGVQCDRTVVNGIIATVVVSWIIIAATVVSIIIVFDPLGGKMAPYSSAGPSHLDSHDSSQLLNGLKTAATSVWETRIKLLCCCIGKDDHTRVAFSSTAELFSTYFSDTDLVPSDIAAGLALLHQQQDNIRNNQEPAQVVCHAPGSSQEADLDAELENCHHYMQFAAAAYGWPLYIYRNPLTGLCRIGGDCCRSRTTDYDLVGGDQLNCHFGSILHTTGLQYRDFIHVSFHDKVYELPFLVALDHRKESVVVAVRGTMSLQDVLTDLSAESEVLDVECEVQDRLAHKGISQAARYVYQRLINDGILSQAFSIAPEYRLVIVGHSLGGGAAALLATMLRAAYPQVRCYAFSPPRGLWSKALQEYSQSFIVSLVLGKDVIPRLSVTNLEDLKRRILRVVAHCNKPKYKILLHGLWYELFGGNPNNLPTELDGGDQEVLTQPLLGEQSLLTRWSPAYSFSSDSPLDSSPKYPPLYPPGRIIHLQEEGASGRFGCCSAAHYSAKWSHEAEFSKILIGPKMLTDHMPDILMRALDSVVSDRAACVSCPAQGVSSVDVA
# PKA-R1A activ: activates the PKA-R1A holoenzyme complex; P00514+P68181; PKA-R1A dissociation, Cy5-IP20 fluorescence polarization; scaled: DMSO 0%, 113 µM cGMP 100%; activation, % at 11.4 µM; 340,000 compounds, 0.083% hits;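 active means percent activation above the mean of all tested compounds plus 3 SD, cut at about 19% in these data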;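 further: higher means more PKAc released from R1A so a rise in polarization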
# Arr AP2 block: human beta-arrestin and AP2 interaction inhibition; FITC-arrestin peptide / GST-AP2 beads, flow cytometry; AP2 beta2 appendage carries R879A mutation; inhibition, % at 10 µM; 340,000 compounds, 0.31% hits;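 active means inhibition above a set limit, near 3 SD of compounds lacking own fluorescence, cut at about 54% in these data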;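 further: plate controls were DMSO wells for no effect and 5 µM unlabelled arrestin peptide for full effect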
#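 Material – AP2 appendage R879A on GSH beads · Buffer or medium – PBS with 0.05% Tween 20 and 0.1% BSA · Probe or stimulus – fluorescein-tagged arrestin peptide at 50 nM final · Incubation – compound with beads 12 min RT, then probe 1 h RT · Detection – high-throughput flow cytometry of beads, ex 488, em 535 nm · Evaluation – percent response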
# Active calls of the source: *; . = not tested or not shown.
structure	OPRM1-OPRD1 ag	PKA-R2B act	HTR5A inv ctr	DSG3 Ab inh	OPRM1-OPRD1 inv	V-ATPase pH	HTR5A ag ctr	DAGLB inhibitor	PKA-R1A activ	Arr AP2 block
O=C(c1ccc(Br)o1)N1CCN(Cc2ccc3c(c2)OCO3)CC1	-1.7	6	-12	105	8	-6	4	-3	6	-2
Cc1ccc(-n2c(SCC(=O)Nc3ccc4c(c3)OCO4)nnc2-c2cccs2)cc1	-0.7	-1	7	99	4	-3	-2	-3	-1	-6
S=c1[nH]nc(-c2cc(-c3ccccc3)n[nH]2)n1/N=C/c1c(Cl)cccc1Cl	2.9	-9	5	.	-14	-1	1	12	1	-25
O=C1CSC(=Nc2ccc(O)cc2)N1	-1.6	-2	13	96	8	-2	-3	3	6	-3
CC[C@H](C)C(N)c1cn([C@@H](CC(N)=O)C(=O)N2CCNCC2)nn1 (some centres not stated)	2.9	0	13	103	-15	3	-3	-2	-3	3
C/C(=C1/SC(N2CCCC2)=NC1=O)c1ccc(Br)cc1	-0.5	1	-24	110	2	1	10	2	2	79*
CCCCc1ccc(NC(=S)N2CCN(C(=O)c3ccco3)CC2)cc1	-0.2	-4	20	105	1	3	-2	-4	-5	4
COc1cccc(C(=O)N2CCN(C3CCN(Cc4ccccc4)CC3)CC2)c1OC	-1.8	9	-13	98	10	4	1	1	-6	0
COC(=O)C(CO)Nc1ncnc2onc(-c3ccc(F)cc3)c12 (configuration not stated)	0.2	3	7	105	-1	-1	-2	2	0	18
CCOc1cc(C(=O)O)cc(Cl)c1OCC#N	-0.1	-10	2	89	1	2	5	-2	3	0
CC(C)C(=O)c1cn(CC(=O)NCC2CCCO2)c2ccccc12 (configuration not stated)	-1.9	8	8	94	10	-3	6	-3	5	30
CCC1(CC)NC(=O)N(Cc2nc3ccccc3s2)C1=O	-1.6	-3	3	109	8	2	-1	-1	-8	-6
COc1ccc(NC(=O)NCCCCc2ccccc2)cc1OC	-3.5	3	24	101	18	1	-10	-1	-6	27
Nc1ccc(S(=O)(=O)Nc2ccc(S(N)(=O)=O)cc2)cc1	0.5	-1	3	101	-3	-5	-1	0	-5	0
O=C(CNC(=O)[C@@H]1Cc2ccccc2CN1)NCc1ccco1	-3.5	-2	8	97	18	-3	1	-1	-5	1
COc1cc(NC(=S)N(C)CCC#N)c(OC)cc1Cl	-1.3	-5	14	104	6	-1	-1	-2	-3	16
O=C(COC(=O)c1ccc(F)cc1)NCC1CCCCC1	-0.8	4	-18	96	4	2	5	0	4	-18
CC(C)n1c(NCc2c[nH]c3ccccc23)nc2ccccc21	3.5	5	-23	109	-20	-2	8	1	0	-1
O=C(O)CC(=O)Nc1ccc(Oc2ccc(C(F)(F)F)cn2)c(Cl)c1	1.1	3	0	103	-6	7	0	-2	12	-10
Cc1ccc(NC(=O)CSc2n[nH]c(-c3ccncc3)n2)cc1C	-0.3	-10	-9	98	2	1	10	-1	-4	1
O=C(NCCO)C(=O)NCC(c1ccc2c(c1)OCO2)N1CCN(c2ccc(F)cc2)CC1 (configuration not stated)	-3.5	3	1	94	18	-4	4	3	-2	15
COc1ccc(C(=O)Nc2ccccc2)cc1S(=O)(=O)Nc1cc(C)on1	3.0	-13	-10	107	-18	-1	4	1	-9	-3
CCN(CC)CCNC(=O)C(Cl)=C1C(Cl)=C(Cl)C(Cl)=C1Cl	-1.0	-4	-13	121	5	4	3	2	4	5
Cc1cccc(C(=O)NNC(=O)CCn2nnc3ccccc32)c1	-1.2	0	-5	99	6	1	2	-1	4	-5
C=CCNc1oc(-c2cccs2)nc1S(=O)(=O)c1ccccc1	0.1	0	-4	99	-1	-1	1	-1	-6	1
O=C(c1ccccc1)N1CCC(c2nc(-c3ccc(S(=O)(=O)N4CCOCC4)cc3)no2)CC1	0.6	-1	-6	.	-3	0	2	-1	-8	2
O=S(=O)(NCCc1ccncc1)c1ccc(Br)cc1	-1.8	-5	-6	105	8	-1	2	-2	3	5
CCCCn1c(SCC(=O)NCCc2ccc(OC)c(OC)c2)nc2c1c(=O)n(C)c(=O)n2C	1.1	1	32	105	-6	0	0	3	-7	0
O=C(O)c1ccc2c(c1Nc1ccccc1)C(=O)c1ccccc1C2=O	-0.4	-1	9	91	2	0	-2	24	-1	-5
COCCNC(=O)COC(=O)c1cc(-c2ccc(OC)cc2)nc2ccccc12	-1.7	2	-11	96	9	1	4	-7	16	18
O=C(CSc1nnnn1C1CCCCC1)NCc1ccc2c(c1)OCO2	5.9	0	-9	102	-37	5	3	-5	-6	7
CN(C)CCN(C(=O)c1cc(Cl)sc1Cl)c1nc2ccc(F)cc2s1	-0.9	-2	5	131	5	-1	-1	-3	1	-3
Cc1ccc(NC(=O)c2cc3ccccc3o2)cc1Cl	9.6	0	-28	103	-44	2	8	-8	-1	-8
O=C(CSc1nc(-c2ccco2)cc(C(F)(F)F)n1)Nc1ccc(C(=O)N2CCOCC2)cc1	-0.8	10	-9	101	5	0	3	-4	-9	10
CCc1ccccc1N(CC)C(=O)C1CCN(c2ncnc3c2nc2n3CCCCC2)CC1	-1.6	2	-23	103	8	2	6	-1	-18	-17
COc1ccc2c(c1)c(C(=O)CN1CCOCC1)c(C)n2C	-0.2	-3	0	100	1	-3	2	0	2	-2
COc1ccc(-c2onc3ccc(Br)cc23)cc1	6.1	-5	-6	104	-35	-1	2	-11	-2	3
COC(C[C@H](O)C[C@@H](O)COCc1ccccc1)OC	-1.9	-4	-20	106	11	1	-2	-1	6	.
O=c1c2ccc([N+](=O)[O-])cc2ncn1CCOc1ccc(Cl)cc1	11	6	-10	119	-54	-3	7	-10	-6	5
Cc1cc(C)c(C(N)=O)c(Cl)n1	-4.0	-9	-10	100	19	-1	4	0	-12	-19
c1ccc(SCCOCCN2CCc3ccccc3C2)cc1	-1.1	-14	8	90	5	0	1	-5	-3	-6
COc1ccc(C(C)NC(=O)C2CCCC2)cc1 (configuration not stated)	-2.2	1	-5	98	10	0	1	-2	2	7
CCCCn1c(=O)c2c(O)cc(=O)oc2c2ccccc21	-4.6	-3	5	96	20	-3	-2	-2	-9	18
Cc1ccc(C)c(C(=O)CN2Cc3ccccc3C2=O)c1	-2.6	-5	21	116	14	-2	-2	1	-2	-4
Cn1c(=O)oc2cc(S(=O)(=O)NCCC(=O)NCCc3ccc(Cl)cc3)ccc21	-1.4	8	17	101	7	-3	-3	-1	7	11
COc1ccc(NC(=O)CCN2CCN(S(=O)(=O)c3cc(Cl)ccc3Cl)CC2)cc1	1.4	3	2	111	-8	0	-2	-2	3	1
Nc1cc(N)cc(-c2nc3ccccc3o2)c1	-1.3	4	-24	106	7	-4	8	2	-3	-2
CCOC(=O)c1c(C)[nH]c(C2=NNC(=NC3CC3)SC2)c1C	0.0	-11	-8	97	0	1	3	-5	-1	34

# Overlap with the part before: two compounds, followed by the next part.
structure	OPRM1-OPRD1 ag	PKA-R2B act	HTR5A inv ctr	DSG3 Ab inh	OPRM1-OPRD1 inv	V-ATPase pH	HTR5A ag ctr	DAGLB inhibitor	PKA-R1A activ	Arr AP2 block
Nc1cc(N)cc(-c2nc3ccccc3o2)c1	-1.3	4	-24	106	7	-4	8	2	-3	-2
CCOC(=O)c1c(C)[nH]c(C2=NNC(=NC3CC3)SC2)c1C	0.0	-11	-8	97	0	1	3	-5	-1	34
O=S(=O)(NC1CCCCC1)c1ccc(Cl)s1	1.3	5	-4	123	-6	1	2	-11	-1	4
CCN(CC)S(=O)(=O)c1ccc(=O)n(CC(=O)N2Cc3ccccc3CC2C(N)=O)c1 (configuration not stated)	-3.1	1	-29	108	15	11	5	1	-6	2
COc1ccc(NC(=O)NNC(=O)C(C)Oc2ccc3ccccc3c2)cc1OC (configuration not stated)	0.7	-2	16	108	-3	2	-6	4	-15	52
CCOC(=O)COc1ccccc1C1Nc2ccccc2C(=O)N1c1cccc(Cl)c1 (configuration not stated)	2.7	-1	-2	99	-16	-3	1	-2	-3	6
CCOC(=O)C1=C(c2ccccc2)N=C2SCC(=O)N2C1c1ccc(O)c(OC)c1 (configuration not stated)	-4.2	4	1	107	24	0	-1	0	-3	-6
Cc1ccc(C(=O)c2c[nH]c(C(=O)NCCCN3CCOCC3)c2)cc1	-4.8	1	-22	100	21	2	8	-2	1	3
Cc1onc(-c2c(Cl)cccc2Cl)c1C(=O)NC(=S)Nc1sc2c(c1C(N)=O)CCC(C)C2 (configuration not stated)	2.7	-12	-27	87	-14	-3	7	-1	2	.
CCOP(=O)(OCC)c1nc(-c2ccc(Cl)cc2)oc1NCc1ccccc1	1.7	-6	0	105	-8	-5	0	-2	-2	12
CCOc1cc(/C=C2\SC(N3CCCCC3)=NC2=O)ccc1O	-1.5	-6	-7	101	7	-9	2	3	4	3
CCc1cccc(OCCOC(=O)CNS(=O)(=O)c2ccc(NC(C)=O)cc2)c1	-1.6	-16	6	100	10	2	-3	0	-8	-10
COC(=O)c1ccccc1N(C)S(=O)(=O)c1cc2c(cc1C)OCC(=O)N2	-0.7	0	3	102	4	4	-1	-1	12	23
COc1ccc(C2CC(=O)c3c(C)nc(N4CCN(c5ccccc5)CC4)nc3C2)cc1 (configuration not stated)	-2.8	0	-4	101	15	-3	1	1	1	1
C/C(=N\NC(=O)COc1ccc(C)cc1Br)c1cc([N+](=O)[O-])cs1	6.7	-5	-8	95	-36	-2	9	0	-8	9
O=C(Nc1nnc(-c2ccc(Cl)cc2)o1)C1=COCCO1	0.9	-3	-3	102	-5	0	1	1	-8	4
COc1cc(C(=O)OCC(=O)c2c[nH]c3ccccc23)ccc1OCC(=O)N1CCOCC1	3.5	-1	15	131	-19	-3	6	-3	-2	11
O=C(c1ccccc1)n1nc(-c2ccccc2)nc1NCc1ccco1	-1.6	1	-8	99	8	-1	3	-8	-1	0
O=C(O)c1ccc2c(c1)C(=O)N(N1C(=O)c3ccccc3C1=O)C2=O	-1.6	1	-1	119	8	1	5	-1	-6	4
COc1ccc(NC(=O)CO/N=C/C(=O)Nc2ccccc2C)c([N+](=O)[O-])c1	-0.5	-5	-22	.	2	1	8	3	-14	4
Cc1cc(C)nc(NN=C(c2ccccc2)c2ccccc2)n1	1.8	-14	13	91	-13	3	-5	-3	-9	5
CCOC(=O)CN1C(=O)C(=O)N(Cc2ccccc2F)C1=O	-1.5	8	13	95	8	0	-3	4	0	41
Cc1nc(SCC(=O)Nc2ccc(C)c(F)c2)c2oc3ccccc3c2n1	0.1	5	9	.	-1	-2	-4	-2	-7	-9
